V1R ag counter = activates human V1a receptor in oxytocin agonist counter-screen | CHO-V1R cells, Fluo-8 calcium fluorescence, agonist mode; 0% DMSO, 100% 3 nM vasopressin | 320,000 compounds, 0.25% hits | activation, % at 3 µM;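 active means activation above the mean activation of all tested compounds plus 3 SD, per screening run, cut at about 20% in these data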;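 further: signal is peak over basal fluorescence ratio across a 100 second FLIPR read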
Target sequence (P37288 whole entry, looked up): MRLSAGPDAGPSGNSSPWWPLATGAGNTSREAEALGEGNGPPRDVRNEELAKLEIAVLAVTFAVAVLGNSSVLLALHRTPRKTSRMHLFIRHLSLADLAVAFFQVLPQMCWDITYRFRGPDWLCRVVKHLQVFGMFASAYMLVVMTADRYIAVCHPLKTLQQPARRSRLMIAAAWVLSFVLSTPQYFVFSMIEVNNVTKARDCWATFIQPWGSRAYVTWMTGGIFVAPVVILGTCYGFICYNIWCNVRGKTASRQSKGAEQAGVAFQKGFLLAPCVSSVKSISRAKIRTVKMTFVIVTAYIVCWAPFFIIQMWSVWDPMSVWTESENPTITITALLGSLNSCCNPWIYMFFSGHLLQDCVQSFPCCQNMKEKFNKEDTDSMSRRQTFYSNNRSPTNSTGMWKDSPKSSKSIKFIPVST
MEKK2wt PB1 HTS = raises or lowers MEK5 binding to wildtype human MEKK2 PB1 domain; binding response (% of control), % at 10 µM; AID 1531; Q9Y2U5; 290,000 compounds, 1.1% hits; bead flow cytometry, Alexa488-MEK5 binding to MEKK2 WT; actives lie on both sides; in the data active means binding response below about 67% or above about 130%
GalR3 antag = antagonists of human GalR3. O60755. HEK293 GalR3-CNG cAMP membrane potential fluorescence; galR3 body fused to GalR1 C-terminus. inhibition, % at 3 µM. 360,000 compounds, 0.44% hits;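 active means inhibition above the screen-wide average plus 3 SD, cut at about 13% in these data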;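 further: forskolin and galanin both at EC90 stimulate the cells; cAMP rise reported by CNG channel membrane potential dye signal; 0% = forskolin plus galanin with DMSO and 100% = forskolin alone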
MEKK2mut PB1 HTS = signal of MEK5 binding to mutant human MEKK2 PB1 domain. 290,000 compounds, 0.35% hits. percent response, % at 10 µM. bead flow cytometry, Alexa488-MEK5 binding to MEKK2 mutant; in the data active means percent response above about 24%, passing the limit was not always enough; further: inactives centre near 1; some results filed as inactive read as strong as hits
GPR7 antagonist = human neuropeptides B/W receptor 1 antagonism | GPR7-expressing cells, fluorescence antagonist assay | P48145 | AID 1861 | inhibition, % at 4.4 µM | 290,000 compounds, 1.1% hits; in the data active means inhibition above about 16%, passing the limit was not always enough;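 further: cells stimulated with the agonist NPW; 0% = agonist with vehicle and 100% = vehicle without agonist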
Target sequence (P48145 whole entry, looked up): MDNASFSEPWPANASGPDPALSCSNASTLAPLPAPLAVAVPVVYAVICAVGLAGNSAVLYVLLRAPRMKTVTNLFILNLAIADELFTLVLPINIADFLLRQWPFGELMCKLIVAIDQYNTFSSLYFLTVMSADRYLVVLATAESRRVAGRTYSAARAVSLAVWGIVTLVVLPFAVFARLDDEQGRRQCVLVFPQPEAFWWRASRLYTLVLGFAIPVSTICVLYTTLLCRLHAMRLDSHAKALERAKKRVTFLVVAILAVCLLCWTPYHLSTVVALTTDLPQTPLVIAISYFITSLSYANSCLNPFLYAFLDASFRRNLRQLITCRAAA
NALP1 inh = blocks the NALP1 inflammasome reconstituted in yeast; S. cerevisiae NALP1/ASC/caspase-1 growth, X-gal OD620, 72 h; 280,000 compounds, 0.61% hits; inhibition, % at 10 µM; in the data active means inhibition mostly above about 24%, no sharp cut-off; inactive means mostly below about 32%; further: some compounds called inactive have numbers as strong as hits
PfM18AAP inh = blocks P. falciparum M18 aspartyl aminopeptidase; inhibition, % at 7.35 µM; 290,000 compounds, 1.2% hits; recombinant PfM18AAP, H-Glu-NHMec fluorogenic cleavage;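 active means inhibition above the campaign mean inhibition over all tested compounds plus 3 SD, cut at about 28% in these data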;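 further: 0% = plate median of test compound wells and 100% = 2 mM ZnCl2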
OXTR ag = agonists of human oxytocin receptor; P30559; CHO-OTR cells, Fluo-8 calcium fluorescence; normalized: DMSO 0%, oxytocin 100%; activation, % at 3 µM; 320,000 compounds, 0.32% hits; AID 2435;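 active means activation above the mean of all tested compounds plus 3 SD, cutoff set per screening run, cut at about 20% in these data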;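 further: peak over basal fluorescence ratio from a 100 s FLIPR kinetic read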
OXTR potentiator = human OXTR potentiation; P30559; CHO-OTR cells, Fluo-8 calcium fluorescence, potentiator mode; 0% = oxytocin EC15, 100% = EC100; activation, % at 3 µM; 320,000 compounds, 0.061% hits;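 active means activation above that plate's cutoff, the mean activation of tested compounds plus 3 SD, cut at about 6.6% in these data, passing the limit was not always enough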;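 further: 100% uses oxytocin at 75 nM as the full agonist control; some results filed as inactive read as strong as hits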
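Replication – single well per compound, singlicate · Assay system – CHO cell line stably expressing human OTR · Timing – 6 min pre-incubation, 100 s read · Measure – normalized max/min fluorescence ratio, % activation · Doses – 3.0 µM, one dose · Detection – Fluo-8 calcium dye fluorescence · Probe or stimulus – oxytocin near EC15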
An asterisk follows results filed as active; . = not tested or not shown. The list is partial; the hit share may differ from the screen's.

entry	compound	V1R ag counter	MEKK2wt PB1 HTS	GalR3 antag	MEKK2mut PB1 HTS	GPR7 antagonist
1	CC(=NCc1cccnc1)c1c(O)n(-c2ccc(C)cc2)c(=O)[nH]c1=O	0.3	93	-1	-2	-6
2	CC(C)CCn1c(=O)c(C(=O)Nc2ccccc2S(N)(=O)=O)c(O)c2ccccc21	-1.2	87	-1	-8	-14
3	Cc1ccc(Cn2cc(C=O)c(-c3ccc(C)cc3)n2)cc1	-0.4	93	-8	-6	4
4	C=CCn1c(O)c(C(C)=NCC2CCCO2)c(=O)[nH]c1=O (stereo not given)	0.6	94	-4	1	1
5	CCC(C)N1C(=O)NC(=O)C2(Cc3cc(C)ccc3N(C)C2)C1=O (stereo not given)	0.5	97	-5	-3	2
6	COc1ccc(CN2CCCC(C(=O)c3ccc(Cl)cc3)C2)c(O)c1 (stereo not given)	0.9	116	-7	5	-8
7	Cc1cc(C(=O)C[N+]23CCN(CC2)CC3)c(C)n1-c1ccc(Br)cc1	0.9	158*	-5	12	-6
8	CCCCn1nc(C)c(C(=O)O)c1Cl	-0.4	85	4	-23	-11
9	O=C(c1cc(-c2cccnc2)nc2ccc(Cl)cc12)N1CCC2(CC1)OCCO2	1.9	101	8	4	-12
10	Cc1ccc(OCC(=O)N2CCN(CC3CC4C=CC3C4)CC2)cc1 (stereo not given)	3.1	110	-3	6	12
11	O=C1CN=C(c2ccc(Cl)cc2)c2oc3ccccc3c2N1	-0.5	89	-1	-12	-7
12	CCC(C)n1c(O)c(C(c2ccccn2)c2c(O)n(C(C)CC)c(=S)[nH]c2=O)c(=O)[nH]c1=S (stereo not given)	1.1	107	-8	3	-9

entry	NALP1 inh	PfM18AAP inh	OXTR ag	OXTR potentiator
1	-10	3	1.6	7
2	7	10	-1.3	-1
3	50	-7	-3.1	-7
4	-6	-5	1.3	-3
5	8	3	0.1	-3
6	20	-6	0.7	-2
7	0	-1	-0.2	0
8	.	4	0.7	0
9	-8	6	0.9	-3
10	20	2	3.6	-10
11	.	-3	-1.2	-6
12	.	4	-1.1	-2

The results go on.
entry	compound	V1R ag counter	MEKK2wt PB1 HTS	GalR3 antag	MEKK2mut PB1 HTS	GPR7 antagonist
13	COc1ccc(NC(=O)N2CCC3(CC2)OCCO3)cc1OC	1.1	100	-10	-1	0
14	Cn1c(O)c(C(c2ccccn2)c2c(O)n(C)c(=S)n(C)c2=O)c(=O)n(C)c1=S	0.2	.	9	.	-4
15	C[C@]12CCC3[C@@H](CCC4=CC(=O)CC[C@@]43CO)C1CCC2=O (stereo not given in full)	3.8	100	-8	2	1
16	CNC(=O)ON(C(=O)NC)C1N(C)C(=S)SC1(C)C (stereo not given)	-0.5	102	-4	3	-3
17	COC(=O)C(O)(c1c(C)[nH]c2ccccc12)C(F)(F)F (stereo not given)	1.3	101	-1	9	3
18	Cc1c(C)c2ccc(OCC(=O)N3CCC(C(=O)O)(c4ccccc4)CC3)c(C)c2oc1=O	1.2	101	-5	0	-8
19	O=C(COc1ccc(Br)cc1)N1CCN(C2CCCC2)CC1	1.1	100	-4	-2	-7
20	Cc1ccc(N2C(=O)NC(=O)/C(=C\c3cnc(-c4ccccc4)nc3)C2=O)cc1	0.3	106	4	8	-2
21	C[n+]1ccc(-c2ccccc2)c2ccccc21	0.4	.	-6	.	.
22	O=C(COc1ccc2ccc(=O)oc2c1)N1C[C@H]2C[C@@H](C1)c1cccc(=O)n1C2	-0.3	100	3	-1	12
23	Cc1nc2ccc(Cl)cc2c(=O)n1-c1ccccc1Cl	0.0	106	-9	1	-14
24	COC1=CC(=O)OC(/C=C/c2ccccc2)C1 (stereo not given)	1.3	102	0	2	-6

entry	NALP1 inh	PfM18AAP inh	OXTR ag	OXTR potentiator
13	19	-2	1.2	-1
14	-2	-7	1.5	-6
15	23	-5	-0.5	-18
16	-2	-4	-0.4	-3
17	6	1	3.4	-6
18	-4	8	-0.3	0
19	19	-8	0.2	4
20	16	4	-0.3	-4
21	.	.	-0.5	-5
22	11	-12	-0.9	-5
23	-1	-7	-2.5	-15
24	23	1	-1.1	-17

Two entries drawn at random from the list so far, as already listed:
entry	compound	V1R ag counter	MEKK2wt PB1 HTS	GalR3 antag	MEKK2mut PB1 HTS	GPR7 antagonist
14	Cn1c(O)c(C(c2ccccn2)c2c(O)n(C)c(=S)n(C)c2=O)c(=O)n(C)c1=S	0.2	.	9	.	-4
13	COc1ccc(NC(=O)N2CCC3(CC2)OCCO3)cc1OC	1.1	100	-10	-1	0

entry	NALP1 inh	PfM18AAP inh	OXTR ag	OXTR potentiator
14	-2	-7	1.5	-6
13	19	-2	1.2	-1

The list goes on.
entry	compound	V1R ag counter	MEKK2wt PB1 HTS	GalR3 antag	MEKK2mut PB1 HTS	GPR7 antagonist
25	O=C1NC(=O)N(Cc2ccccc2)C(=O)/C1=C/c1cnn(-c2ccccc2)c1	0.7	95	.	-2	-16
26	CCOC(=O)CSCCOc1ccc(C=C2C(=O)NC(=O)NC2=O)cc1OC	0.4	78	-2	-12	-19
27	Cc1cccc(N2CCN(CCc3ccccc3)CC2)c1C	-0.6	.	-5	.	0
28	O=C(C(=O)N1CCOCC1)c1cn(Cc2ccc(F)cc2)c2ccccc12	0.1	91	6	-17	0
29	O=C(CN1CCCCC1)c1ccc(F)cc1	0.3	102	-2	-6	-13
30	CN(N)N=Nc1nc2c([nH]1)c(=O)n(C)c(=O)n2C	0.8	106	-3	4	-13
31	CCOC(=O)C(O)(c1ccc(N(C)C(=O)COc2ccccc2)cc1)C(F)(F)F (stereo not given)	1.9	106	-1	4	11
32	CC(=NCCC(c1ccccc1)c1ccccc1)c1c(O)n(C)c(=O)n(C)c1=O	0.0	88	-4	1	-8
33	CN(C)C(=O)Oc1ccc2c(c1)O/C(=C\c1cccc([N+](=O)[O-])c1)C2=O	1.2	102	-3	-1	-8
34	CN(C)C1(CNC(=O)c2cc(S(=O)(=O)N3CCOCC3)c(Cl)cc2Cl)CCCCC1	-0.2	.	-2	.	.
35	CN1CCCC1C(O)(c1ccccc1)c1ccccc1 (stereo not given)	0.1	97	1	6	-5
36	O=[N+]([O-])c1cc(F)c(N2CCCCCC2)cc1N1CCNCC1	1.1	101	-6	-2	16

entry	NALP1 inh	PfM18AAP inh	OXTR ag	OXTR potentiator
25	10	9	1.3	-1
26	-6	-6	0.2	-10
27	8	-4	-1.2	-5
28	.	-1	1.8	1
29	23	-6	1.3	-1
30	17	17	0.2	8
31	.	-7	1.2	-8
32	15	-7	-1.2	-3
33	14	2	0.1	-2
34	.	.	0.7	-3
35	.	-12	1.3	-6
36	24	-3	1.2	-2

Next records.
entry	compound	V1R ag counter	MEKK2wt PB1 HTS	GalR3 antag	MEKK2mut PB1 HTS	GPR7 antagonist
37	CC(=O)c1cn(Cc2ccccc2C#N)c2ccccc12	11	87	90*	-9	14
38	C[C@]12CC[C@H](O)CC1C(=O)CC1C2CC[C@@]2(C)C1CC[C@@H]2O (stereo not given in full)	0.2	.	-8	.	.
39	Cc1nnc(SCc2nc3ccccc3c(=O)n2-c2ccccc2Cl)n1N	0.2	100	-3	-5	1
40	CC1CCCC(C2(O)C(=O)Nc3ccccc32)C1=O (stereo not given)	0.2	99	1	-2	-13
41	CCOP(=O)(OCC)c1ccc(O)cc1	0.8	106	0	8	-20
42	O=C(O)Cn1cc(/C=C2\C(=O)NC(=O)N(Cc3ccco3)C2=O)c2ccccc21	0.6	91	-1	-1	-8
43	O=C(N/N=C/c1c(O)n(CCc2ccccc2)c(=O)[nH]c1=O)c1ccncc1	-0.8	127	5	8	7
44	CN(C)c1ccc(NC(=O)CN2C(=O)CN=C(c3ccccc3)c3ccccc32)cc1	0.0	98	-1	-6	-8
45	Cc1ccc(C2CC(=O)C(C=NCCN3CCN(C(=O)Cc4ccccc4)CC3)=C(O)C2)cc1 (stereo not given)	1.0	104	-2	3	3
46	Cc1cc(=O)oc2cc(OCC(=O)N3CCN(Cc4ccc5c(c4)OCO5)CC3)ccc12	1.3	95	1	-8	4
47	CCOC(=O)C1(CCc2ccccc2)CCN(C2CCSCC2)CC1	-1.4	99	-6	-15	22
48	O=C(Cc1ccccc1)N1CCN(Cc2cccc(Br)c2)CC1	-1.2	81	-5	-17	18

entry	NALP1 inh	PfM18AAP inh	OXTR ag	OXTR potentiator
37	0	-8	15	-12
38	.	.	1.7	-4
39	13	5	0.6	0
40	16	-24	0.5	-2
41	-4	1	0.0	-7
42	-1	16	0.2	-13
43	10	11	0.2	-2
44	16	4	-1.0	-4
45	-1	1	0.7	-6
46	15	1	-1.0	-7
47	9	-14	-1.7	5
48	.	19	-0.7	4

Remaining list, next part:
entry	compound	V1R ag counter	MEKK2wt PB1 HTS	GalR3 antag	MEKK2mut PB1 HTS	GPR7 antagonist
49	CCN1C[C@@]2(COC)C3[C@@H](OC)[C@H]4[C@@H]1[C@@]3(C1C[C@H]3[C@H](OC(C)=O)C1[C@]4(OC(C)=O)C[C@H]3OC)[C@@H](OC)C[C@H]2OC(C)=O (stereo not given in full)	-0.1	105	.	2	.
50	C=CCn1c(O)c(/C=N/NC(=O)CCCC)c(=O)[nH]c1=S	9.4	98	-4	6	-6
51	CCCCCCn1c(=O)c(C(=O)Nc2nc(CC(=O)OCC)cs2)c(O)c2ccccc21	-0.5	62	-4	-35	-11
52	COc1ccc(F)cc1C(=O)C1CCCN(Cc2cnc(C)s2)C1 (stereo not given)	1.8	104	-6	1	-13
53	Nc1c(C(=O)NCCN2CCOCC2)c2nc3ccccc3nc2n1Cc1ccccc1	8.9	96	-4	-7	22

entry	NALP1 inh	PfM18AAP inh	OXTR ag	OXTR potentiator
49	.	.	0.8	-6
50	10	-4	-0.9	-11
51	28	-19	-0.4	3
52	10	-3	0.2	-6
53	2	28	5.2	-13

Limited to OXTR ag, MEKK2wt PB1 HTS and PfM18AAP inh, for 4 of the compounds above:
No. | Compound | OXTR ag | MEKK2wt PB1 HTS | PfM18AAP inh
40 | CC1CCCC(C2(O)C(=O)Nc3ccccc32)C1=O (stereo not given) | 0.5 | 99 | -24
35 | CN1CCCC1C(O)(c1ccccc1)c1ccccc1 (stereo not given) | 1.3 | 97 | -12
45 | Cc1ccc(C2CC(=O)C(C=NCCN3CCN(C(=O)Cc4ccccc4)CC3)=C(O)C2)cc1 (stereo not given) | 0.7 | 104 | 1
4 | C=CCn1c(O)c(C(C)=NCC2CCCO2)c(=O)[nH]c1=O (stereo not given) | 1.3 | 94 | -5

Assay outcomes deposited in PubChem BioAssay by several laboratories.
